IMPase Li cell: IMPase inhibition in cells with lithium potentiation | Potency, µM (top dose mostly 59.4 µM), without a hit: at the highest dose activity, negative = IMPase inhibition, most hits filed as inhibitors | actives 0.35% (n = 210,000) | AID 1457 | CHO-M1 cells, IP1 TR-FRET (IP-One), carbachol + lithium;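 also: IP1 builds up when IMPase is blocked and the TR-FRET signal falls; plate controls were basal vehicle for no effect and high inhibitor control for full effect; nearly all actives have a fitted effect of over 50% in size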
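Lithium-sensitised IP1 accumulation assay; M1-expressing CHO cells treated 30 min at 37C with compound. Competitive antibody detection by time-resolved FRET followed a 10 min room-temperature lysis step.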
HTT aggregate: reduces HttQ103-GFP aggregates in PC12 cells; Potency, µM (top dose mostly 46.1 µM), for inactives: at the highest dose activity change, negative = inhibition, usual class: inhibitors; AID 1688; actives 1.1% (n = 220,000); PC12 HttQ103-GFP aggregates, Acumen cytometry, 40 h; also: % is scaled to controls: 0 for no effect and ±100 for the full control effect; nearly all actives have a fitted effect of over 60% in size
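Steps: seed 1500 PC12 HTTQ103-GFP cells/well; add tebufenozide, 100 nM final; add compound titration; add ATPLite reagent; quantify GFP aggregates by laser scanning cytometry.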
GAA inhib: inhibitors of human lysosomal alpha-glucosidase; P10253; AID 1466; actives 0.005% (n = 200,000); Potency, µM (highest dose often 76.9 µM), without a hit: at the top dose activity change, negative = inhibition, most hits filed as inhibitors; purified human GAA, 4-MU-alpha-glucoside fluorescence;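 also: plate controls were uninhibited enzyme wells for no effect and no-enzyme background for full effect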
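Activity normalized between no-enzyme (basal) and enzyme-only wells. Conditions: 4 nM human enzyme, 400 uM fluorogenic substrate, citrate/phosphate pH 5.0 with Tween-20, 20 min room temperature, compounds up to 77 uM.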
HTT cytoprotect: Huntington cell model cytoprotection by ATP luminescence. AID 1471. Potency, µM (top dose mostly 56.4 µM), for inactives: cytoprotection (ATP increase), most hits filed as activators. PC12 HTT-Q103 induced, cytoprotection, ATP luminescence, 40 h. actives 0.14% (n = 230,000);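 also: % of control where 0% means no effect; nearly all actives have a fitted effect of over 45% in size; toxic huntingtin expression switched on by the ecdysone agonist tebufenozide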
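Quantitative HTS on tebufenozide-induced (100 nM) PC12 cells expressing HTTQ103 exon 1–GFP; compounds tested as a concentration series; survival measured via cellular ATP.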
GoLoco inh red: RGS12 GoLoco-Gai1 interaction inhibition. P63096. Gai1:RGS12 GoLoco peptide FP, rhodamine, 10 min. Potency, µM (highest dose often 61.6 µM), inactives show at the top dose activity, negative = inhibition, hits mostly inhibitors. actives 0.44% (n = 230,000). AID 880; active = well fitted inhibition curve with a large enough effect, not every such curve was filed as active; inactive = no such curve, though single readings can be large or run the other way; also: % is scaled to controls: 0 for no effect and ±100 for the full control effect; nearly all actives have a fitted effect of over 30% in size; many of its hits are not listed in these tables
Target sequence (P63096 whole entry, looked up): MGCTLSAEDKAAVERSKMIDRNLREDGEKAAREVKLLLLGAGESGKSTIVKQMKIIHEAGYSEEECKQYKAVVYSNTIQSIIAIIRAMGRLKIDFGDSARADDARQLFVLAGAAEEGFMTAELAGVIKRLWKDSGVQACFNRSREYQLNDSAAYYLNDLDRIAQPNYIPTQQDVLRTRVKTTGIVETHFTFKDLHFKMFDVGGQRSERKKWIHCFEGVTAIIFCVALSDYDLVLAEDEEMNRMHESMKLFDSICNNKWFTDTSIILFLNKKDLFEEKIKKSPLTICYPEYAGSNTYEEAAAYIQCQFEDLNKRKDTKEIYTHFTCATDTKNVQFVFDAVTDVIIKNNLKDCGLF
GAA glycogen mod: GAA glycogen-cleavage inhibition or activation; AID 2100; recombinant GAA, glycogen substrate, Amplex Red glucose oxidase fluorescence; P10253; actives 0.38% (n = 300,000); Potency, µM (doses to about 76.4 µM), for the others: at the highest dose activity change, negative = inhibition, usual class: inhibitors;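 also: 0% = full enzyme reaction and -100% = no-enzyme basal signal; the screen sought inhibitors and activators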
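Recombinant enzyme (4 nM final) with compounds titrated up to 77 uM and bovine liver glycogen (30 ug) in citrate pH 5.0, 0.01% Tween-20, 37 C 40 min. Released glucose detected by Amplex Red/glucose oxidase (Ex 573/Em 610); AC50 from Hill fits.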
GAA spleen mod: inhibitors or activators of human alpha-glucosidase in spleen homogenate. P10253. human spleen homogenate, 4-MU-alpha-glucoside fluorescence. Potency, µM (series often up to 79.9 µM), without a hit: top-dose activity change, negative = inhibition, most hits filed as inhibitors. actives 0.006% (n = 240,000). AID 2112;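 also: 0% = enzyme with vehicle and -100% = no enzyme basal signal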
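Enzyme source: human spleen homogenate, 1 ug/well. Buffer 50 mM citric acid/K phosphate pH 5.0, 0.01% Tween-20. 4-MU-alpha-glucoside 1 mM; 37 C x 40 min; NaOH/glycine stop; fluorescence.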
The depositor's hits bear a star; ? = inconclusive; . = no result given; [ ] = another dose, or the depositor's remark. Unless noted, calls follow the shape of the dose curve; as a rule, active = well fitted curve in the direction sought with a large enough effect; inconclusive = small, poorly fitted or top-dose-only effect, or another doubt; inactive = no such curve, though single readings can be large; an effect the other way counts as inactive or inconclusive. Potency is read from the fitted curve at half-maximal effect.

Structure | IMPase Li cell | HTT aggregate | GAA inhib | HTT cytoprotect | GoLoco inh red | GAA glycogen mod | GAA spleen mod
CC1=NN(C(=O)CSCc2ccccc2)C(O)(c2ccc(Cl)cc2)C1 (configuration not stated) | 6% | 3%[9.22 µM] | -3% | -2%[10 µM] | -1% | -15% | 0%
CCCOc1ccc2oc(=O)c3c(c2c1)CCCN3C(=O)CN(C)Cc1ccccc1 | . | 22% | 1% | -39%[inhibitor] | . | -25% | -1%
CCNC(=O)CC1C(=O)N(c2ccc(F)cc2)C(=O)N1CCc1ccc(OC)cc1 (configuration not stated) | -2%[38.3 µM] | ? | 6% | -21% | -14% | 4% | -1%
O=C(NC12CC3CC(CC(C3)C1)C2)N1CCN(C2CCCCC2)CC1 | -1% | -7% | 1% | -11% | -5% | -7% | -6%
Cc1cc2n(n1)SC(Nc1cc(Cl)ccc1Cl)N2 (configuration not stated) | 4% | 2% | 3% | 5%[10 µM] | 5% | ? | 1%
NC(=O)CCC1NC(=S)N(Cc2ccccc2)C1=O (configuration not stated) | 0% | 3%[9.22 µM] | 13% | 17%[10 µM] | -8% | ? | -12%
NC(=O)C1CCN(c2nc(C3CC3)nc3c2nnn3Cc2ccccc2Cl)CC1 | -3%[38.3 µM] | 17% | 2% | -10%[10 µM] | 8% | 10% | 2%
O=C(OCCN(C1=NS(=O)(=O)c2ccccc21)c1ccc(Cl)cc1)c1ccco1 | 7%[38.3 µM] | 13% | -3% | -20% | 9% | -4% | -13%
CC(C)(Oc1ccc(-c2ccco2)cc1)C(=O)O | -4%[38.3 µM] | -6% | 5% | -5% | -5% | -1% | -10%
COc1ccc(/C(N)=N/OC(=O)CSc2ccc(C)cc2)cc1OC | 6%[38.3 µM] | -27% | -11% | -15% | 9% | ? | -3%
O=C(N/N=C/c1ccc(N2CCOCC2)cc1)c1ccc(NS(=O)(=O)c2cccs2)cc1 | -24% | ? | -7% | -8%[10 µM] | 12% | 3% | 0%
Cc1ccc(C(=O)C(NC(=O)c2ccco2)Nc2sc3c(c2C(N)=O)CCCC3)cc1 (configuration not stated) | 10% | 4% | -7% | 19%[1.9 µM] | 3% | 25µM* | -11%
O=CNC(Cc1ccccc1)C(=O)O (configuration not stated) | -15%[38.3 µM] | -9% | -6% | -6% | -3% | 0% | 3%
Nc1nnc(SCC(=O)c2ccc3c(c2)NC(=O)CO3)s1 | 11% | -7% | 2% | -12% | 1% | -13% | 2%
Cc1nn(-c2ccccn2)c2c1C(c1ccsc1)C1=C(CCCC1=O)N2 (configuration not stated) | 16%[38.3 µM] | -26% | -4% | -20% | 8% | ? | -11%
O=C(COC(=O)Cc1ccc(Br)cc1)NCc1ccc(F)cc1 | 2% | 21% | 1% | -55%[inhibitor] | 5% | 14% | -1%
CN1CCC(N(C)C(=O)CCc2nc3ccccc3c(=O)[nH]2)CC1 | 2%[38.3 µM] | 22% | -7% | 11% | 0% | 12% | 1%
O=C(CC1(C(F)(F)F)OCCO1)Nc1ccc2c(c1)OCO2 | -11%[38.3 µM] | -13% | -4% | -34% | 6% | 11% | -1%
O=C(Nc1ccc([N+](=O)[O-])cc1)N1CCCCC1 | 9% | 1% | -9% | -10% | 0% | 0% | -1%
Cc1[nH]c2ccccc2c1SCC(=O)N1CCC(C)CC1 | -5% | -2% | -1% | 9% | 3% | -1% | -2%
Cc1ccc(Cn2c(Sc3nccc(C)n3)nc3c2c(=O)[nH]c(=O)n3C)cc1 | -2%[38.3 µM] | 13% | 11% | -7% | 8% | -13% | -4%
CCOc1ccc2oc(-c3ccccc3)c(C(=O)N3CCN(C)CC3)c2c1 | 34%[38.3 µM] | -9% | -4% | -15% | -5% | 2% | -8%
Clc1ccccc1Cc1noc(CN2CCN(c3cnccn3)CC2)n1 | . | -9% | -3% | -21% | 4% | 5% | -2%
O=C1CN(C(=O)COc2ncnc3ccccc23)c2ccccc2N1 | 36%[activator][38.3 µM] | 2% | -5% | 2% | -42% | 4% | 4%
C=C(C)c1cccc(C(C)(C)NC(=O)Nc2ccc(Cl)cn2)c1 | 4% | -24% | -2% | 2%[10 µM] | -1% | -11% | -8%
CCOC(=O)C1=C(C)NC2=C(C(=O)c3ccccc32)C1c1ccc([N+](=O)[O-])o1 (configuration not stated) | . | -8%[9.22 µM] | -1%[15.4 µM] | 9%[10 µM] | 7% | ? | 6%
CCc1[nH]nc2c1C(c1cccc(OC(=O)N3CCOCC3)c1)C(C#N)=C(N)O2 (configuration not stated) | 6% | -13% | -3% | 1%[10 µM] | -1% | -4% | 1%
CC(C)=NOc1cc(NC(=O)CCl)cc([N+](=O)[O-])c1 | -3% | 3.2µM* | -10% | . | -11% | 3% | -9%
CSc1nnc(-c2ccc(C(F)(F)F)cn2)o1 | . | -1%[9.22 µM] | -1%[15.4 µM] | 14%[10 µM] | 7% | 3% | 2%
N/C(Cc1ccc(Cl)cc1)=N\OC(=O)c1ccccc1 | 34%[38.3 µM] | 9% | 1% | 14% | -5% | -3% | 2%
CC(C)(C)OC(=O)NCCCC1=CC2=CC(=O)C(C)(OC(=O)C3CCCC3)C(=O)C2=CO1 (configuration not stated) | 10% | . | . | ? | 30%[activator] | . | 1%
Cn1cnnc1SCC(=O)Nc1nc(-c2ccccc2)cs1 | 16% | 1%[9.22 µM] | 13% | -20%[10 µM] | 72%[activator] | -8% | -8%

Brought forward from above: 3 compounds, followed by the next part.
Structure | IMPase Li cell | HTT aggregate | GAA inhib | HTT cytoprotect | GoLoco inh red | GAA glycogen mod | GAA spleen mod
N/C(Cc1ccc(Cl)cc1)=N\OC(=O)c1ccccc1 | 34%[38.3 µM] | 9% | 1% | 14% | -5% | -3% | 2%
CC(C)(C)OC(=O)NCCCC1=CC2=CC(=O)C(C)(OC(=O)C3CCCC3)C(=O)C2=CO1 (configuration not stated) | 10% | . | . | ? | 30%[activator] | . | 1%
Cn1cnnc1SCC(=O)Nc1nc(-c2ccccc2)cs1 | 16% | 1%[9.22 µM] | 13% | -20%[10 µM] | 72%[activator] | -8% | -8%
CCCCNC(=O)CCc1c(C)nc2nc(-c3cc(OC)cc(OC)c3)nn2c1C | 34%[activator][38.3 µM] | 23% | 1% | 3% | -27% | 9% | -22%
O=C(O)c1ccc(N/N=C/c2cccc3cccnc23)cc1 | . | -8%[9.22 µM] | . | 2%[10 µM] | 22% | ? | 2%
CCC(C)/C(C)=N/NC(=O)c1ccc(COc2ccc(Cl)c(C)c2)cc1 (configuration not stated) | 7% | 0% | -2% | -1%[10 µM] | 10% | 13% | -4%
COc1cc(OC)c(NC(=O)c2c(-c3ccccc3)noc2C)cc1Cl | 0%[38.3 µM] | 3% | -8% | -3% | -13% | 4% | -2%
CC(C)CC(=O)NC(=S)NCCc1ccccc1 | 8%[38.3 µM] | -18% | -2% | -39%[inhibitor] | -2% | -7% | -13%
COCCN(C(=O)C1CCC1)c1nnc(-c2cccnc2)s1 | -15%[38.3 µM] | 14% | -12% | -15% | 0% | 4% | -3%
Cc1ccccc1NC(=O)c1c(O)c2cccc3c2n(c1=O)CCC3 | 5%[38.3 µM] | -2% | -3% | -29% | -8% | 2% | -5%
O=C(CCCC(=O)N/N=C\c1ccccn1)N/N=C\c1ccccn1 | 5% | -7% | 1% | 6%[10 µM] | 14% | 4% | 6%
COc1ccccc1CNC(=O)CSc1nc(C)cs1 | 7% | -5% | 5% | 8% | 10% | -10% | 4%
COc1ccc(C(c2c(O)nc[nH]c2=O)c2c(O)nc[nH]c2=O)cc1 | . | -7%[9.22 µM] | . | -1%[10 µM] | 64%[activator] | 3% | -5%
N#C/C(=C\c1ccc(Oc2ccc(C(F)(F)F)cc2[N+](=O)[O-])cc1)c1nc2ccccc2[nH]1 | 7%[38.3 µM] | -24% | 0% | -23% | 10% | 6% | -4%
COC(=O)c1c(NC(=O)CN2CCC3(O)CCCCC3C2c2ccccc2OC)sc(C)c1C (configuration not stated) | 8% | -5% | 2% | 8%[10 µM] | 21% | -12% | -5%
CC(=O)Nc1ccc(OCC(O)Cn2c3ccccc3c3ccccc32)cc1 (configuration not stated) | 2% | 5% | 6% | 30%[10 µM] | 4% | -11% | -7%
COCCNS(=O)(=O)c1ccc(-c2ccc(Cl)cc2)cc1 | 10% | -4%[9.22 µM] | -2% | 37%[10 µM] | 9% | -6% | -11%
COC(=O)c1ccc2c(=O)n(-c3ccccc3)c(=S)[nH]c2c1 | -2% | 1% | -4% | -37%[inhibitor] | 3% | -1% | -20%
CC(=O)OC(C)(C)C1Cc2cc3ccc(=O)oc3cc2O1 (configuration not stated) | -3% | . | . | . | -11% | -6% | 6%
CCOC(=O)c1c(-c2ccsc2)csc1N | 5%[38.3 µM] | -14% | -7% | -8%[10 µM] | 5% | -12% | -3%
CCc1cc2c(C)cc(C)cc2nc1SCC(=O)Nc1cc(C)on1 | -29% | 2%[9.22 µM] | 8% | -9%[10 µM] | 13% | -11% | -6%

Molecules listed so far that have a nitro group on carbon:
Structure | IMPase Li cell | HTT aggregate | GAA inhib | HTT cytoprotect | GoLoco inh red | GAA glycogen mod | GAA spleen mod
O=C(Nc1ccc([N+](=O)[O-])cc1)N1CCCCC1 | 9% | 1% | -9% | -10% | 0% | 0% | -1%
CCOC(=O)C1=C(C)NC2=C(C(=O)c3ccccc32)C1c1ccc([N+](=O)[O-])o1 (configuration not stated) | . | -8%[9.22 µM] | -1%[15.4 µM] | 9%[10 µM] | 7% | ? | 6%
CC(C)=NOc1cc(NC(=O)CCl)cc([N+](=O)[O-])c1 | -3% | 3.2µM* | -10% | . | -11% | 3% | -9%
N#C/C(=C\c1ccc(Oc2ccc(C(F)(F)F)cc2[N+](=O)[O-])cc1)c1nc2ccccc2[nH]1 | 7%[38.3 µM] | -24% | 0% | -23% | 10% | 6% | -4%

Compound activity from PubChem.

A portion of the library (hit frequency here may not be typical).
